TEAD-YAP inh: TEAD-YAP interaction inhibition | HEK-TIYL cells, TEAD-Gal4/YAP UAS-luciferase luminescence | inhibition, % at 9.12 µM | hit rate 1.4% among 640,000; in the data active = inhibition above about 32%;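 also: 0% = median of test compound wells and 100% = reference inhibitor wells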
GPR151 activ: activators of human GPR151. Q8TDV0. hit rate 1% among 650,000. activation, % at 11.2 µM. PathHunter beta-arrestin GPR151 cells, luminescence; in the data active = activation above about 4.9%;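 also: 0% = median of compound wells and 100% = cells with positive control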
Target sequence (Q8TDV0 whole entry, looked up): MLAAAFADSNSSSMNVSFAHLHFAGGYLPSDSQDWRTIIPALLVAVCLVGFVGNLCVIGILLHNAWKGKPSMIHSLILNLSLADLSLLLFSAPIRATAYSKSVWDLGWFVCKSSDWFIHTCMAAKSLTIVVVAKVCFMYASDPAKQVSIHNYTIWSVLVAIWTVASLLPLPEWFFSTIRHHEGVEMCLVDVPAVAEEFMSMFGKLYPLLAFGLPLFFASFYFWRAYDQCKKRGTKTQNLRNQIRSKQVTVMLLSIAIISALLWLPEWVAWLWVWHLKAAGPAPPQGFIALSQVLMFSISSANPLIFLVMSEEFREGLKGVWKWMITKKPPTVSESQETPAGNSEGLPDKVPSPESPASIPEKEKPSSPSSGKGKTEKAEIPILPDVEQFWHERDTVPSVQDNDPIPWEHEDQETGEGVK
FBW7 activator: human FBW7 E3 ligase activation, primary screen; AID 1259310; hit rate 0.13% among 650,000; AlphaScreen FBW7–phospho-cyclin E peptide binding, activator screen; Q969H0; normalized activity (activation), % at 26.1 µM; in the data active = normalized activity above about 1.9%;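 also: purified mutant Fbw7 with reduced substrate affinity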
MITF primary: human MITF inhibition, primary screen; O75030; AlphaScreen MITF homodimerization, bead proximity signal; inhibition, % at 2.6 µM; hit rate 0.91% among 650,000; AID 1259374; in the data active = inhibition above about 50%;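 also: 0% = vehicle wells with protein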
Target sequence (O75030 whole entry, looked up): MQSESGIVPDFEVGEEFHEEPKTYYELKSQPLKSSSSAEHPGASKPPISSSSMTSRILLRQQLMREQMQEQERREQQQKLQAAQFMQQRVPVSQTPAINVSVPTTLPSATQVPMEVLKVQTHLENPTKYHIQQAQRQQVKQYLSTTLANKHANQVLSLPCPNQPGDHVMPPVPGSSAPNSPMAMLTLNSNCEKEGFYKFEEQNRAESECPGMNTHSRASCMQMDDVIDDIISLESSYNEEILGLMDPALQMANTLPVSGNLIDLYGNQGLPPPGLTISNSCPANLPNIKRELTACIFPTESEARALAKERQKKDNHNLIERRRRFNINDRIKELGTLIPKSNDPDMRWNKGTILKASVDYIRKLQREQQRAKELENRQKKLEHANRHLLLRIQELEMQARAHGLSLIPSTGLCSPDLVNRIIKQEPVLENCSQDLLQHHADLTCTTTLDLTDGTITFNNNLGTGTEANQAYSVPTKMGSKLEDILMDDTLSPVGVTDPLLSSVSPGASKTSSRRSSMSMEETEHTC
An asterisk follows results filed as active; / = no result given; & = joins results of further samples; ! = not active in a repeat.

compound,TEAD-YAP inh,GPR151 activ,FBW7 activator,MITF primary
CCc1cc2c(SCC(=O)N3CCc4ccccc43)ncnc2s1,8,-0.1,0.2,7
O=C(CCCCCN1C(=O)c2ccccc2C1=O)Nc1ccc(Br)cc1,-6,-0.8,0.0,2
CCCOc1ccc(-c2cc(C(=O)Nc3scc(-c4ccccc4)c3C(=O)OC)c3ccccc3n2)cc1,-1,0.3,0.6,10
COc1ccc(C2=NS(=O)(=O)N(C)C(C(=O)N3CCCCCC3)=C2)cc1,3,1.6,-0.2,2
O=C1CN(C(=O)COC(=O)c2ccc3c(=O)n4c(nc3c2)CCCCC4)c2ccccc2N1,-4,0.4,-0.1,10
O=C(NCc1nnc2n1CCN(Cc1cccc(Cl)c1)CC2)c1cccc(F)c1,-7,2.1,-0.2,-6
CCOC(=O)c1ccccc1OC(=O)c1cc([N+](=O)[O-])cc([N+](=O)[O-])c1,-3,0.7,0.0,10
Cc1cc(C)c(S(=O)(=O)Nc2ccc(O)c3ccccc23)c(C)c1,-5,-0.9,-0.1,5
CN(C)CC(C)(C)CNS(=O)(=O)c1cccc(Cl)c1Cl,6,-0.8,-0.1,14
O=C1CC(C(=O)NC2CCCc3ccccc32)Cc2nc(NC(=O)C3CCC3)sc21 (stereo not given),-19,-0.2,-0.1,0
COc1ccc(N2C(=O)C3C4c5ccccc5C(C(C)O)(c5ccccc54)C3C2=O)cc1 (stereo not given),-2,0.7,0.0,-5
Cc1cc(C)c(S(=O)(=O)N2CCCOC2CNC(=O)C(=O)NCCO)c(C)c1 (stereo not given),5,2.6,0.0,9
Cc1cc(C)nc(N2CCN(C(=O)CCC(=O)NC(C)c3ccccc3)CC2)n1 (stereo not given),9,-0.1,0.1,7
Cc1ccc(S(=O)(=O)N2CCN(c3ccc4nnc(-c5ccccc5)n4n3)CC2)cc1,-5,1.5,0.1,-14
CCOC(=O)N1CCN(C(=O)c2c[nH]c3ccc(S(=O)(=O)N(C)c4ccc(CC)cc4)cc3c2=O)CC1,6,-0.7,1.0,5
CCOC(=O)CSc1nc2ccsc2c(=O)n1-c1ccc(C)c(C)c1,-2,-0.8,0.3,8
CN1CCN(C(=O)c2cnn3c(C(F)(F)F)cc(-c4ccccc4)nc23)CC1,-8,-0.3,-0.2,-9
CC(=O)N1CCN(CCN=CC2=C(O)CC(c3ccc(C)cc3)CC2=O)CC1 (stereo not given),16&6,-0.5&-0.2,0.1&0.0,5&7
CCN(CC)S(=O)(=O)c1ccc(Cl)c(C(=O)NC)c1,6,2.1,-0.2,14
O=C(NCC1CCC2(CCN(C(=O)c3ccc(F)c(F)c3)CC2)O1)C1CCCCC1 (stereo not given),6,1.8,0.3,-8
O=C(Nc1ccc(NC(=O)C2CCCCC2)nc1)c1ccccn1,-48,-1.0,-0.1,-3
Cc1nc2ccccn2c1C(=O)N1CCC1,2,-1.2,0.8,17
COc1ccccc1NC(=O)Nc1ccc2[nH]c(=O)[nH]c2c1,5,1.2,-0.2,-3
CN1C(=O)NC(c2ccccc2)C2=C1CN(c1ccc(OC(F)(F)F)cc1)C2=O (stereo not given),5,1.0,-0.1,10
Cc1ccc(S(=O)(=O)N2CCN(c3ccc([N+](=O)[O-])c(NC(C)c4ccccc4)c3)CC2)cc1 (stereo not given),-3,-0.5,-0.2,5
COC(=O)c1cc(N2C(=O)/C(=C/c3ccc(OC)c(Br)c3)C=C2c2ccccc2)ccc1Cl,-8,0.1,1.2,24
CCC(=O)Nc1c(C(=O)N2CCCCCC2)cnn1-c1ccc(C)c(C)c1,-6,1.5,-0.1,2
O=C1CC(N2CCN(C34CC5CC(CC(C5)C3)C4)CC2)C(=O)N1c1ccccc1 (stereo not given),-8,-1.4,-0.1,-8
CC(=O)OCC1OC(Oc2ccc(C(=O)Cc3csc(C)n3)c(O)c2)C(OC(C)=O)C(OC(C)=O)C1OC(C)=O (stereo not given),-7,-0.4,0.0,-2
Cc1ccc(C(=O)N/C(=C\c2cccs2)C(=O)N2CCN(C)CC2)cc1C,5,-0.2,0.1,7
Cc1oc(=O)c(NC(=O)c2ccccc2)cc1C(C)O (stereo not given),-6,-0.2,0.1,-2
CC1CCCCC1NC(=O)Cn1ncc2c3ccccc3n(C)c2c1=O (stereo not given),13,0.1,-0.1,9
O=C1C=C(Nc2cccc(Br)c2)c2ccccc2C1=O,-4,0.0,-0.3,9
CCCOc1ccc(/C(O)=C2/C(=O)C(=O)N(CCCN(C)C)C2c2ccc(Br)cc2)cc1C (stereo not given),3,1.4,-0.1,12
Cc1c(C(=O)N2CCN(c3ccc(F)cc3)CC2)sc2ncnc(N(C)c3ccccc3)c12,7,-1.1,-0.1,-3
O=C(COc1ccc(Cl)cc1Cl)Nc1ccc(O)cc1,32*,1.1,0.0,-3
CSC(=N)N,5,11*!,0.2&0.2,-1&5&-2
COC(=O)COc1ccc(S(=O)(=O)Nc2ccccc2F)cc1C,9,-1.2,0.0,22
CCn1c(C)cc(O)c(C(c2ccc(F)cc2)N2CCN(c3ccccc3F)CC2)c1=O (stereo not given),-1,-0.6,0.0,2
COc1cc(C=C2C(=O)NC(=O)NC2=O)ccc1OS(=O)(=O)c1ccc([N+](=O)[O-])cc1,1,-0.4,-0.3,21
Cc1ccsc1CN1CCC2(CC1)CC2C(=O)N(C)Cc1cscn1 (stereo not given),1,5.2*,0.5,-1
CCCn1cc(SCC(=O)Nc2cc(C)on2)c2ccccc21,10,0.5,0.0,10
Cc1ccc(S(=O)(=O)Nc2cc(Br)c(O)c3ccccc23)c(C)c1,13,-0.6,0.0,22
O=C1C2CC=CCC2C(=O)N1c1ccc(NCCc2ccc(O)cc2)c([N+](=O)[O-])c1 (stereo not given),2,3.0,-0.2,14
Cc1nc2c(c(=O)[nH]1)CCN(Cc1cccn1Cc1ccccc1F)C2,0,0.9,0.0,-2
Cc1nnc(N/N=C/c2c(O)ccc3ccccc23)n1N,10,-0.2,-0.5,14
Cc1ccc2nc(NC(=O)c3ccc(S(=O)(=O)N4CC(C)CC(C)C4)cc3)sc2c1 (stereo not given),-5,2.1,-0.2,-4
O=[N+]([O-])c1cccc(/C=N/n2c(-c3ccccc3)n[nH]c2=S)c1O,-10,-0.6,0.1,10
COCC(C)NC(=O)c1c(C(F)(F)F)nc2ccccn12 (stereo not given),-1,0.7,-0.1,9
CS(=O)(=O)Nc1ccc(-c2cnc3cccc(Nc4ccc(C(F)(F)F)cn4)c3c2)cc1,0,1.0,-0.1,23

More records.
compound,TEAD-YAP inh,GPR151 activ,FBW7 activator,MITF primary
COc1ccc(CCNC(=O)CN2N=C(c3ccc(Cl)cc3)CCC2=O)cc1OC,4,1.2,-0.1,3
CC(=O)Nc1ccccc1C(=O)C(=O)Nc1ccc(Oc2ccc(Cl)cc2)cc1,13,-0.9,-0.1,7
COC(=O)c1ccc2c(c1)C(=O)N(c1cc(C)ccc1C)C2=O,12,2.1,-0.2,4
O=c1[nH]n2cc(-c3[nH]ncc3[N+](=O)[O-])cnc2c1[N+](=O)[O-],8,0.6,0.0,3
CCC(=O)c1ccc(OCC(=O)NC23CC4CC(CC(C4)C2)C3)cc1,3,3.3,-0.1,1
COC(=O)CC1CS(=O)(=O)CC1CC(=O)OC (stereo not given),4,-0.7,0.0,0
Cc1ccc2nc(-c3ccccc3)cc(C(=O)Nc3ccc(Oc4cccc5ccccc45)cc3)c2c1,0,-1.1,0.7,-2
NS(=O)(=O)c1ccc(Nc2nccc(N[C@@H]3CCCNC3)n2)cc1,-26,-0.8,-0.1,-4
Cc1ccc(C(NC(=O)N2CCOCC2)C(Cl)Cl)cc1F (stereo not given),-2,-1.2,0.1,12
COc1ccc(C)cc1NC(=O)c1sc2ncn(CC(=O)N3CCCC(C)C3)c(=O)c2c1C (stereo not given),1,0.2,-0.1,-15

Of the compounds above, these have an NH in an aromatic ring.
compound,TEAD-YAP inh,GPR151 activ,FBW7 activator,MITF primary
CCOC(=O)N1CCN(C(=O)c2c[nH]c3ccc(S(=O)(=O)N(C)c4ccc(CC)cc4)cc3c2=O)CC1,6,-0.7,1.0,5
COc1ccccc1NC(=O)Nc1ccc2[nH]c(=O)[nH]c2c1,5,1.2,-0.2,-3
Cc1nc2c(c(=O)[nH]1)CCN(Cc1cccn1Cc1ccccc1F)C2,0,0.9,0.0,-2
O=[N+]([O-])c1cccc(/C=N/n2c(-c3ccccc3)n[nH]c2=S)c1O,-10,-0.6,0.1,10
O=c1[nH]n2cc(-c3[nH]ncc3[N+](=O)[O-])cnc2c1[N+](=O)[O-],8,0.6,0.0,3

Next part.
compound,TEAD-YAP inh,GPR151 activ,FBW7 activator,MITF primary
O=C(O)CN1C(=O)/C(=C/c2cccs2)SC1=S,4,-1.3,-0.1,6
CC(C)N(CCNC(=O)C1CCN(c2ccc(Nc3ccccc3)nn2)CC1)C(C)C,0,-1.8,0.1,10
O=C(CC(c1ccccc1)c1ccco1)N1CCC(CO)(CCOc2ccccc2)CC1 (stereo not given),-2,1.1,0.1,13
COCCNC(=O)c1cc2c(s1)-c1ccccc1S(=O)(=O)C2,-5,1.6,0.0,-6
CCOc1ccc(C(c2nnnn2C(C)(C)CC)N2CCN(C)CC2)cc1 (stereo not given),-3,0.2,0.0,14
Fc1ccccc1NC(=S)NCc1cccnc1,2,4.0,-0.1,-7
CC(=O)c1ccc(NC(=O)CSc2ncc(-c3ccccc3)nn2)cc1,-11,-0.4,-0.2,-8
O=C(O)CC1S/C(=N/N=C2\CCCc3ccccc32)NC1=O (stereo not given),-4,-0.2,0.0,-5
COc1ccc(-c2noc(CCC(=O)N3CCN(c4cc(C)ccc4C)CC3)n2)cc1,9,-0.7,-0.1,-7
Cc1ccc(OCC(O)CN(CCO)CCO)cc1 (stereo not given),-2,0.6,0.0,-19
Cc1c(Cl)cccc1-n1ncnc1-c1ccccc1Cl,-5,-0.8,-0.1,1
Cc1ccc(Cc2nnc(C(=O)NC3CCCCCC3)o2)cc1,4,0.9,0.0,-2
CCCCOC(=O)n1c(=O)oc2ccc(S(=O)(=O)N3CCCCC3)cc21,-2,-0.5,0.5,18
COc1cc(/C=C/c2nc3cc(Cl)ccc3c(=O)n2-c2cccc([N+](=O)[O-])c2)cc(OC)c1OC,0,1.6,-0.1,-9
COc1ccc(/C=C/C(=O)OCC(=O)c2c[nH]c3ccccc23)cc1,1,-0.7,-0.1,-10
CCOP(=O)(CN(CCc1ccccc1)C(=S)Nc1ccccc1C)OCC,12,2.4,0.0,3
COc1ccc(C(=O)N2CCN(C)CC2)cc1,-8,-1.1,0.3,17
COc1ccc(N2CCN(c3ncnc4c3cnn4-c3ccc(C)cc3C)CC2)cc1,-2,-1.0,-0.3,3
CC(CNc1nc2ccccc2c2nc(-c3ccncc3)nn12)c1ccccc1 (stereo not given),-14,0.8,-0.3,-8
Cc1cc(C)n(CCNS(=O)(=O)/C=C/c2ccccc2)n1,8,0.7,-0.1,15
COc1ccc(Cl)cc1NC(=O)NCCN1CCCCC1,6,0.3,0.0,14
CC(=O)/C(Sc1n[nH]c(=O)[nH]c1=O)=C(/C)O,4,-0.1,0.1,1
CN(Cc1ccncc1)C(Cc1ccccc1)C1CCN(C(=O)CCc2ccco2)CC1 (stereo not given),-12,-0.6,0.0,-4
S=C(NCc1ccc2c(c1)OCO2)NC1CC1,9,0.8,0.0,34
CCCCC/C=C\C=C\C(=O)CCCCCCCC(=O)O,/,-0.5,/,-12
Cc1ccc2c(C)nc(N3CCCC(C(=O)NC45CC6CC(CC(O)(C6)C4)C5)C3)nc2c1 (stereo not given),-12,0.5,-0.2,3
O=C(Nc1cc(Oc2ccccc2)cc([N+](=O)[O-])c1)c1cc2nc(-c3cccs3)cc(C(F)(F)F)n2n1,-8,-0.6,-0.3,7
COc1ccc(C(=O)Nc2ccccc2-c2nnn(CC(N)=O)n2)cc1,8,0.2,-0.1,1

Already shown: entries from further up.
compound,TEAD-YAP inh,GPR151 activ,FBW7 activator,MITF primary
O=C(Nc1cc(Oc2ccccc2)cc([N+](=O)[O-])c1)c1cc2nc(-c3cccs3)cc(C(F)(F)F)n2n1,-8,-0.6,-0.3,7
COc1ccc(C(=O)Nc2ccccc2-c2nnn(CC(N)=O)n2)cc1,8,0.2,-0.1,1

Compound activity as filed in PubChem BioAssay.

Compounds as they come; any-hit rate near 3.5%.
